Source: PubChem
ELG1 genotox = qHTS screen for small molecules that induce genotoxicity in human embryonic kidney (HEK293T) cells expressing luciferase-tagged ELG1. HEK293T ELG1-luciferase reporter, luminescence, 16 h. Potency, µM (top dose mostly 46 µM), without a hit: at the top dose activity change, positive = activation, hits mostly activators. 1.3% of 330,000 active; also: potency is read from the fitted curve at half-maximal effect; % of control where 0% means no effect; nearly all actives have a fitted effect of over 60% in size
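Screening used a luciferase reporter fused to human ELG1 in HEK293T cells. Luminescence was read on a CCD plate imager after 16 hr exposure and 30 min ONE-Glo incubation.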
RORg inh = qHTS for inhibitors of ROR gamma transcriptional activity | Nuclear receptor ROR-gamma (Mus musculus), P51450 | Potency, µM (series often up to 53.6 µM), without a hit: at the highest dose activity change, negative = inhibition, actives largely listed as inhibitors | AID 2551, 2010 | Drosophila S2 Gal4-RORgamma UAS-luciferase reporter, 20 h | 5.4% of 310,000 active; also: potency is read from the fitted curve at half-maximal effect; % is scaled to controls: 0 for no effect and ±100 for the full control effect; nearly all actives have a fitted effect of over 60% in size
Target sequence (P51450 whole entry, looked up, the tested form may be a part): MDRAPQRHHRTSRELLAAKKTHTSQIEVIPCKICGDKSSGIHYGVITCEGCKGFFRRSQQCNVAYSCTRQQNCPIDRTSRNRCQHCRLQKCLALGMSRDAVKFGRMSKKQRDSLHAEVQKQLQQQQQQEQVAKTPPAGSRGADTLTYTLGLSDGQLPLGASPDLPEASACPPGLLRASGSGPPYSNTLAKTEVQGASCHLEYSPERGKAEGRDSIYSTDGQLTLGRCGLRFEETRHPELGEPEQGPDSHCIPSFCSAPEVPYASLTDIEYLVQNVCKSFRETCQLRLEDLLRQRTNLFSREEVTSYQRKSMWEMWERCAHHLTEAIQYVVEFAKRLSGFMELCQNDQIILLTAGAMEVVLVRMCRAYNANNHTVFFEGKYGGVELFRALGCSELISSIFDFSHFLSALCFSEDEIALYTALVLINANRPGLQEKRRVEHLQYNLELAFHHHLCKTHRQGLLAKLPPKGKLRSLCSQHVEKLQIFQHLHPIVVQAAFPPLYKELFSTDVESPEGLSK
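Compounds are pin-transferred onto Drosophila Schneider cells expressing a copper-inducible Gal4–ROR gamma transactivation domain fusion. After 1 hr, copper sulfate is added to 700 uM final; luciferase is read 20 hr later.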
Menin-MLL TR inh = qHTS Assay for Inhibitors Targeting the Menin-MLL Interaction in MLL Related Leukemias: Competition With Texas Red Labeled MLL-derived Mutant Peptide. Menin + Texas Red MLL mutant peptide, fluorescence polarization. Potency, µM (highest dose often 61.6 µM), for inactives: top-dose FP activity change, negative = inhibition, most hits filed as inhibitors. 0.23% of 270,000 active; active = well fitted inhibition curve with a large enough effect in the polarisation, with a control signal flat, not every such curve was filed as active; inconclusive = small, poorly fitted or top-dose-only effect, or effect the other way, or a change in a side signal; inactive = no such curve, though single readings can be large or run the other way; the % refers to the polarisation; also: potency is read from the fitted curve at half-maximal effect; % of control where 0% means no effect; many of its hits are not listed in these tables
Rab9 prom act = qHTS Assay for Rab9 Promoter Activators. Huh7 Rab9 promoter-luciferase reporter, luminescence, 24 h. Potency, µM (highest dose often 9.22 µM), inactives show top-dose activation, negative = inhibition, most hits filed as activators. 2.8% of 320,000 active. AID 485297, 2010; also: potency is read from the fitted curve at half-maximal effect; % of control where 0% means no effect; nearly all actives have a fitted effect of over 60% in size
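Luminescence read-out: Huh7 cells stably expressing Rab9-luciferase, treated 24 h with compound at 37 °C, then lysed with luciferase reagent for 10 min at ambient before reading.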
FLuc counter = qHTS profiling assay for firefly luciferase inhibitor/activator using purifed enzyme and Km concentrations of substrates (counterscreen for miR-21 project) | Potency, µM (series often up to 57.5 µM), inactives show top-dose activity change, negative = inhibition, usual class: inhibitors | 6.9% of 360,000 active | purified FLuc, Km substrates, luminescence inhibition;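 also: potency is read from the fitted curve at half-maximal effect; plate controls were vehicle for no effect and reference inhibitor for full effect; nearly all actives have a fitted effect of over 55% in size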
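Purified P. pyralis luciferase (10nM final) with 10uM D-luciferin and 10uM ATP (Km levels) in 50mM Tris acetate pH 7.5, 10mM Mg acetate, 0.01% Tween-20, 0.05% BSA; qHTS 6-point titration, ~60 µM downward; luminescence read.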
p53 reactivation = qHTS assay for re-activators of p53 using a Luc reporter; 0.063% of 320,000 active; Potency, µM (highest dose often 92.2 µM), without a hit: at the highest dose activity change, positive = activation, hits mostly activators; H1299 p53-A138V BP100-luciferase reporter, luminescence, 24 h; also: potency is read from the fitted curve at half-maximal effect; % of control where 0% means no effect; nearly all actives have a fitted effect of over 45% in size
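H1299 (p53-null), stable ts p53-A138V + BP100-Luc; 1000 cells/well, Opti-MEM/10% FBS; cpd 4 pt, 1:5; 24 h, 37 deg C, 5% CO2; detection reagent 10 min RT; luminescence.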
Gal4-VP16 FLuc = VP16 counterscreen qHTS for inhibitors of ROR gamma transcriptional activity. 3.5% of 310,000 active. AID 2546, 2010. Drosophila S2 Gal4-VP16 UAS-luciferase, luminescence, 20 h. Potency, µM (titrated, usually from 53.6 µM), without a hit: at the top dose activity, negative = inhibition, most hits filed as inhibitors;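 also: Gal4-VP16 expression switched on by copper sulfate through the metallothionein promoter; potency is read from the fitted curve at half-maximal effect; % is scaled to controls: 0 for no effect and ±100 for the full control effect; nearly all actives have a fitted effect of over 50% in size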
Giardia kill = Small Molecules that selectively kill Giardia lamblia: qHTS | Giardia lamblia trophozoite viability | activity change, % at 7.66 µM, hits read low | AID 540267, 2011 | 0.15% of 340,000 active; in the data active = activity change below about -80%; inconclusive = between about -30% and that limit;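 also: parasites exposed to compound for two days anaerobically before the ATP read; % is scaled to controls: 0 for no effect and ±100 for the full control effect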
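Giardia lamblia trophozoites (100 cells/well) were incubated with compounds for 48 h at 37 deg C under anaerobic conditions. Viability was read as ATP content by one-step luminescence after 15-30 min at room temperature.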
NPC1 promoter act = qHTS Assay for NPC1 Promoter Activators; Huh7 NPC1 promoter luciferase reporter, 24 h; Potency, µM (titrated, usually from 9.22 µM), for the others: top-dose activation, hits mostly activators; 2.4% of 320,000 active;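 also: potency is read from the fitted curve at half-maximal effect; % of control where 0% means no effect; nearly all actives have a fitted effect of over 60% in size; reporter is driven by a mutant NPC1 promoter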
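Huh7 cells stably carrying NPC1 promoter–luciferase, plated in Opti-MEM with 10% FBS for 2 h, were exposed to compound in DMSO for 24 h at 37 °C; luciferase reagent was added for 10 min and luminescence read.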
PKM2 activator = qHTS Assay for Activators of Human Muscle isoform 2 Pyruvate Kinase; Pyruvate kinase PKM (Homo sapiens), P14618; purified PKM2, Kinase-Glo ATP luminescence, activation; response scale: 0% is enzyme alone, no compound; Potency, µM (series often up to 57.5 µM), for inactives: top-dose activation, actives largely listed as activators; 0.34% of 260,000 active; also: potency is read from the fitted curve at half-maximal effect; % is scaled to controls: 0 for no effect and ±100 for the full control effect; nearly all actives have a fitted effect of over 55% in size
Target sequence (P14618 whole entry, looked up, canonical isoform): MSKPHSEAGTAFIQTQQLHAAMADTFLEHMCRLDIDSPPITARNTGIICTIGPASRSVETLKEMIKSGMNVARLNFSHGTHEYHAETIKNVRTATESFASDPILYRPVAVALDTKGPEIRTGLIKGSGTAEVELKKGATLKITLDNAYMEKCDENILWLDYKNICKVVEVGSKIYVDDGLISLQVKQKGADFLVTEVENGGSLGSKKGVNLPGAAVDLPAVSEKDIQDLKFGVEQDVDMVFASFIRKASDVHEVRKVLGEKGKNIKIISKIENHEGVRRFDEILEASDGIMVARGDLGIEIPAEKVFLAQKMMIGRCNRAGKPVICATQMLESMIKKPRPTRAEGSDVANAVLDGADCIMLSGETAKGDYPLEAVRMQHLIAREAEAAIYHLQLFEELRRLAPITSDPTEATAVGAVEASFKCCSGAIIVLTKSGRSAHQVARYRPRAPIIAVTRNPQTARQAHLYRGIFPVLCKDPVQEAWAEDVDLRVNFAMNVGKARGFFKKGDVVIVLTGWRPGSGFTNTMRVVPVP
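Kinase-Glo luminescence reports ATP generated from ADP (0.1 mM) and PEP (0.5 mM) by purified hPK-M2 after 1 h at room temperature, pH 7.2 imidazole buffer; intermediate enzyme activity allows detecting inhibitors and activators.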
BRCA1 expr act = qHTS Assay to Identify Small Molecule Activators of BRCA1 Expression; MCF7-BRCA1-FFLuc reporter, luminescence, 48 h; response scale: scaled: vehicle 0%, 10 µM genistein 100%; Potency, µM (doses to about 46.1 µM), for inactives: at the top dose activation, usual class: activators; 1.1% of 380,000 active; AID 624202, 2012; also: potency is read from the fitted curve at half-maximal effect; nearly all actives have a fitted effect of over 80% in size; some results filed as inactive show a strong effect at the top dose
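Cells: MCF7-BRCA1-FFLuc, 2000/well. Exposure: 48 h, 37 °C, 5% CO2. Read: luminescence, 15 min post-substrate. Controls: genistein 10 microM (maximal activation), DMSO (neutral).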
* hit, by the source's call; ? = inconclusive; . = not tested or not shown; [ ] = another dose, or the depositor's remark. Unless noted, calls follow the shape of the dose curve; as a rule, active = well fitted curve in the direction sought with a large enough effect; inconclusive = small, poorly fitted or top-dose-only effect, or another doubt; inactive = no such curve, though single readings can be large; an effect the other way counts as inactive or inconclusive. Some of the compounds tested; rates above refer to the full screens.

SMILES	ELG1 genotox	RORg inh	Menin-MLL TR inh	Rab9 prom act	FLuc counter	p53 reactivation	Gal4-VP16 FLuc	Giardia kill	NPC1 promoter act	PKM2 activator	BRCA1 expr act
COc1cc2c(cc1Cl)/C(=C\CCN(C)C)c1ccccc1S2	11%	7%	-10%	-3%	-12%	5%	-5%	-18	-4%	-1%	-68%
COC(=O)CCC(=O)Nc1ccc(OC)cc1	1%	60%	7%	0%	2%	8%	-10%	-13	0%	-13%	3%
COc1ccc(C2(c3ccc(OC)cc3)NC(=O)NC2=O)cc1	-2%	-9%	-14%	12%	0%	-1%	-3%	0	0%	.	24%
COc1ccc(/C=N/Nc2ncc(C(F)(F)F)cc2Cl)c(OC)c1OC	8%	2.8µM*	-1%	0%	-3%	-10%	7.9µM*	-20	-2%	-5%	-19%
Cc1ccc(SCc2nc(N)nc(Nc3ccccc3C)n2)c(C)c1	2%	22%	2%	5%	27µM*	4%	-11%	-19	5%	-26%	23%
CC(=O)Oc1ccccc1C1OCCN1C(C)=O (stereo not drawn)	-2%	-5%	21%	0%	7%	-10%	-3%	5	-1%	5%	-13%
CCOC(=O)N1CCN(C(=O)CSc2nc(=O)n3cccc(C)c3n2)CC1	1%	.	.	1%	-1%	2%	.	-22	-6%	.	-14%
CC1CCC2(CC1)NC(=O)N(CC(=O)Nc1cccnc1Cl)C2=O (stereo not drawn)	3%	.	.	-9%	-1%	13%	.	36[activator]	0%	.	-4%
CCCNC(=O)CSc1nnc(C)s1	7%	-2%	5%	11%	2%	1%	-11%	1	-2%	-8%	7%
C=CCC1(CC=C)CCCN1C(=O)c1cc(COc2ccc(C)nc2)on1	17%	?	-23%	-29%	19µM*	?	8.9µM*	-8	-24%	1%	17%
COC(=O)C1=C(N)Oc2c(oc(CO)cc2=O)C1c1ccc(F)cc1 (stereo not drawn)	3%	-15%	.	9%	0%	-2%	6%	11	-3%	-2%	1%
CCOC(=O)C(C(=O)Nc1ccccc1)C1CCCCC1 (stereo not drawn)	-1%	-2%	5%	8%	2%	?	11%	17	-7%	1%	-10%
CC(=O)c1cccc(-n2c(CCC(=O)O)ccc2-c2cccs2)c1	-1%	?	-2%	-10%	-2%	8%	?	6	-1%	?	-6%
Cc1ccc(NC(=O)C2CCN(S(C)(=O)=O)CC2)cc1Cl	2%	-15%[1.91 µM]	14%	8%	-2%	1%	0%	-19	2%	2%	-6%
O=C(CC1(O)C(=O)c2ccccc2C1=O)c1ccccc1	2%	37%	2%	-11%	?	-6%	-1%	3	-1%	-9%	-6%
COc1cc2c(cc1OC)C(C)N(C(=O)c1c(-c3ccccc3)noc1C)CC2 (stereo not drawn)	0%	4%	.	-16%	0%	-2%	0%	-11	-20%	0%	-28%
CC(=O)N(Cc1ccccc1)Cc1nc2sc(C)c(C)c2c(=O)[nH]1	-3%	3%	-4%	-10%	0%	0%	4%	28	-3%	-3%	-17%
Cn1c(=O)c2c(nc(CN3CCOCC3)n2CCCc2ccccc2)n(C)c1=O	-2%	28%	-18%	0%	8%	-2%	9%	-3	-6%	13%	8%
COc1cc2[nH]c(=O)n(C3CCCCC3)c(=O)c2cc1OC	-1%	?	.	-2%	-3%	1%	-25%	-15	0%	-1%	14%
Cc1nn2c3c(cnc2c1-c1ccccc1)C(=O)CC(c1ccccc1)C3 (stereo not drawn)	-1%	-5%	?	3%	1%	4%	-3%	-1	-4%	2%	-1%
CC1=C/C(=N\OS(=O)(=O)c2ccccc2)C=CC1=O	-9%	1.6µM*	5%	-7%	-13%	-36%[inhibitor]	1.1µM*	34[activator]	-21%	?	-94%[inhibitor]
O=C1C2C3C=CC(C3)C2C(=O)N1Cc1cccnc1 (stereo not drawn)	2%	-15%	2%	-1%	2%	2%	-11%	-2	-3%	5%	1%
O=C(O)c1cc(NN=Nc2cccc([N+](=O)[O-])c2)cc([N+](=O)[O-])c1	1%	37%	.	-2%	?	1%	-4%	6	-5%	1%	1%
Cc1ccc(S(=O)(=O)Oc2ccccc2/C=N/O)cc1	-1%	6%	4%	19%	-6%	-2%	8%	-27	-4%	6%	67%
COCCN1CCN(C(=O)C2CCC(=O)N(CCc3ccccc3)C2)CC1 (stereo not drawn)	6%	3%	-2%	-1%	-4%	-2%	-3%	-5	4%	2%	-9%
The list continues.
SMILES	ELG1 genotox	RORg inh	Menin-MLL TR inh	Rab9 prom act	FLuc counter	p53 reactivation	Gal4-VP16 FLuc	Giardia kill	NPC1 promoter act	PKM2 activator	BRCA1 expr act
CCCOc1ccc(/C=C/C(=O)OCC(=O)N(C)c2c(N)n(Cc3ccccc3)c(=O)[nH]c2=O)cc1OCC	0%	.	.	3%	5%	-1%	.	-10	1%	.	-56%
CC1CN(C(=S)Nc2ccc(F)cc2F)CC(C)O1 (stereo not drawn)	1%	18%	0%	-3%	-2%	5%	2%	-28	-1%	1%	-7%
CCN(C(=O)CSc1nc2ccccc2o1)C1CCS(=O)(=O)C1 (stereo not drawn)	?	.	.	3%	?	4%	.	-10	15%	.	69%
OCCOCCNc1ncnc2c1cnn2-c1ccccc1	-3%	-2%	3%	?	?	14%	-6%	3	2.2µM*	-3%	?
CC(Sc1nnc(COc2ccc(Cl)cc2)o1)C(=O)Nc1ccc(N2CCOCC2)cc1 (stereo not drawn)	-2%	.	.	0%	0%	-3%	.	-2	-2%	.	0%
O=C(CSc1nnc(CNc2ccc(F)cc2)o1)N1c2ccccc2Sc2ccccc21	-16%	31%	-29%	-1%	-1%	0%	-4%	3	-2%	-2%	-70%
CC(=O)Nc1ccc(S(=O)(=O)NCCC(=O)OCc2ccc([N+](=O)[O-])cc2)cc1	1%	24%	.	-4%	2%	3%	?	-13	-5%	-4%	-15%
CCOC(=O)CNC(=O)CSc1ncccc1-c1nc2ccccc2[nH]1	1%	44%	4%	-2%	?	.	-1%	-17	-4%	-2%	24%
CC(OC(=O)c1ccc(S(=O)(=O)N(C)C)cc1)C(=O)Nc1ccc(Cl)cn1 (stereo not drawn)	-1%	13%	14%	0%	1%	-2%	2%	-5	0%	4%	18%
Cc1cccc(C(=O)Nc2ccc3c(c2)ncn3C)c1	?	-6%	12%	1.3µM*	9.5µM*	17%	-9%	-13	1.6µM*	.	?
O=C(Nc1ccccc1F)c1ccc2c(c1)OCO2	?	-29%	0%	2.8µM*	19µM*	22%	-8%	4	4µM*	-38%	79%
C=CCN1C(=O)C(CC(=O)Nc2ccccc2)SC1=Nc1c(C)n(C)n(-c2ccccc2)c1=O (stereo not drawn)	0%	16%	-24%	-5%	2%	1%	3%	4	1%	-8%	4%
Cc1ccc2oc(=O)n(Cc3ccc(OC(C)C)cc3)c2c1	-1%	9%	-3%	-1%	-1%	7%	22%	-12	-4%	1%	-12%
CC1(C)Cc2c(sc3nc(SCC(=O)NCc4ccccc4)n(-c4ccccc4)c(=O)c23)CS1	-2%	20%	-16%	-5%	1%	-6%	0%	7	2%	0%	0%
CCCn1c(=O)c2ccccc2n2c(SCc3c(C(=O)OCC)oc4ccccc34)nnc12	-4%	0%	6%	0%	-2%	0%	-6%	5	0%	-4%	-19%
COc1ccc(C(=O)/C=C/c2ccccc2)c(O)c1	-3%	-43%	20%	?	6µM*	?	-4%	-22	?	-1%	15%
O=C(CCCOc1ccccc1)Nc1cccc([N+](=O)[O-])c1	9%	-3%	8%	15%	-14%	0%	-15%	14	5%	-10%	70%
CCOCCn1c(C)c(C(=O)OCC)c2cc(O)c3ccccc3c21	-2%	.	.	2%	-1%	8%	.	3	0%	.	-41%
COc1ccc(OC)c(S(=O)(=O)N/N=C\c2ccc3c(c2)OCO3)c1	?	31%	25%	21%	9.5µM*	6%	1%	-23	26%	-1%	13µM*
CCOC(=O)/C(C#N)=C\N(C)C	4%	-13%	14%	6%	1%	-4%	-8%	-4	-2%	-2%	10%
CC(C)(C)SCCNS(=O)(=O)c1ccccc1	2%	-10%	-13%	5%	0%	0%	-2%	1	3%	5%	5%
COc1cccc(NC(=O)CN(C)C(=O)C(Sc2ccccc2)c2ccccc2)c1 (stereo not drawn)	-7%	.	.	-3%	3%	0%	.	26	10%	.	-30%
